# Yeast superoxide – caloric restriction mimetics inhibiting age-related superoxide in yeast. S. cerevisiae aged cells, superoxide DHE fluorescence; active compounds read low. superoxide response (% of plate mean), % at 10 µM. hit rate 0.18% among 330,000;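 active = superoxide response under a set limit, about three screen SD below normal, cut at about 65% in these data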;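 also: yeast aged for seven days with compound at 30 °C before DHE staining; 100% = average MFI of all compound-treated wells on the plate with controls excluded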
# MEX-5 binding – C. elegans MEX-5 TCR-2 RNA binding activity | activity score (negative = inhibition of binding), % at 10 µM | Q9XUB2 | hit rate 0.38% among 300,000 | MEX-5/FITC-TCR2 RNA binding, fluorescence polarization; active compounds read low;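 active = inhibition past about -25% in most replicates, and total fluorescence under double the plate's negative control median, limit read from the data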;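 also: 0% = DMSO and -100% = 5 µM competing unlabeled TCR2 RNA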
# Target sequence (Q9XUB2 whole entry, looked up): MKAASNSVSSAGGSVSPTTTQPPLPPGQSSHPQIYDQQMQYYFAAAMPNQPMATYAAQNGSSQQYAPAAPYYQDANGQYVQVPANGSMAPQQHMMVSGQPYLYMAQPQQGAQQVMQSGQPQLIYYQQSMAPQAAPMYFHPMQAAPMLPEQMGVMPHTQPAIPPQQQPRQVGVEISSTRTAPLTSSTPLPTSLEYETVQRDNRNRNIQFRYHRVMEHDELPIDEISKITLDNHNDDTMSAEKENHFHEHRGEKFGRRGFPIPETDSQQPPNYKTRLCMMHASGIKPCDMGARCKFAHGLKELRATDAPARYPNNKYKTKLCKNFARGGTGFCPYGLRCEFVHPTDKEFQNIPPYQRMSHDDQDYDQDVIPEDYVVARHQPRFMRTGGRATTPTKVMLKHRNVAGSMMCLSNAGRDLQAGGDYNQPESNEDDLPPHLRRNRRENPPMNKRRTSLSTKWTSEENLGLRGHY
# EBNA-1 inh – blocks EBNA-1 binding to DNA. hit rate 0.34% among 300,000. EBNA-1 DNA binding, fluorescence polarization. inhibition, % at 14.8 µM. AID 1950; in the data active = inhibition above about 28%
# Efflux pump inh – blocks antifungal efflux pumps in multiplex yeast assay; S. cerevisiae Candida pump triplex, Nile Red efflux; hit rate 0.44% among 330,000; AID 485275; inhibition, % at 10 µM;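 active = plate passing quality check with inhibition over a set limit, or well fluorescence over plate mean plus 4 SD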;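 also: Nile Red retained in pooled yeast measured as flow cytometry median fluorescence; 0% = buffer negative control and 100% = Enniatin B positive control; higher means more Nile Red kept so more efflux inhibition; some compounds called inactive have numbers as strong as hits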
# MCL1-BIM inh – inhibitors of human MCL1 binding to BIM-BH3 peptide; Q07820; inhibition, % at 10.9 µM; hit rate 0.68% among 320,000; GST-MCL1 / FITC-Bim-BH3 fluorescence polarization;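 active = inhibition above the mean inhibition of all tested compounds plus 3 SD, set per campaign, cut at about 40% in these data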;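 also: 0% = DMSO wells and 100% = unlabeled Bim-BH3 peptide control; higher means more loss of mP so more displacement of Bim peptide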
# Fam108B counter – Fam108B inhibition, counter-screen for RBBP9 inhibitors | inhibition, % at 9.51 µM | AID 1947 | recombinant Fam108B, FP-Rh probe fluorescence polarization | hit rate 0.33% among 300,000;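 active = inhibition above the screen mean inhibition plus 3 SD, computed separately per campaign, cut at about 18% in these data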;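 also: inhibitors lower polarization as less probe binds the enzyme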
# Bcl-xL primary – Bcl-xL (human) inhibition. inhibition, % at 10.9 µM. GST-Bcl-xL / FITC-Bim BH3 peptide fluorescence polarization. AID 2129. hit rate 0.7% among 320,000;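 active = inhibition above the mean of all tested compounds plus 3 SD, cutoff set per campaign, cut at about 30% in these data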;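 also: 0% = DMSO wells and 100% = unlabeled Bim-BH3 peptide competitor; inhibitors lower millipolarization by displacing the labeled peptide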
# ZTA counter – counter-screen for EBNA-1 inhibitors: inhibitors of Epstein-Barr virus ZTA; P03206; ZTA-DNA binding, fluorescence polarization; inhibition, % at 11 µM; hit rate 0.15% among 320,000; AID 2234; in the data active = inhibition above about 33%
# GLD-1 RNA inh – GLD-1-TGE RNA interaction inhibition (C. elegans) | hit rate 0.44% among 320,000 | inhibition, % at 5.96 µM | Q17339 | purified GLD-1 + fluorescein TGE RNA, fluorescence polarization;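 active = percent inhibition above a per-plate cutoff, the plate mean of test compounds plus 3 SD, cut at about 30% in these data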;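 also: 0% = DMSO wells with GLD-1 and probe and 100% = wells lacking GLD-1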
# Target sequence (Q17339 whole entry, looked up): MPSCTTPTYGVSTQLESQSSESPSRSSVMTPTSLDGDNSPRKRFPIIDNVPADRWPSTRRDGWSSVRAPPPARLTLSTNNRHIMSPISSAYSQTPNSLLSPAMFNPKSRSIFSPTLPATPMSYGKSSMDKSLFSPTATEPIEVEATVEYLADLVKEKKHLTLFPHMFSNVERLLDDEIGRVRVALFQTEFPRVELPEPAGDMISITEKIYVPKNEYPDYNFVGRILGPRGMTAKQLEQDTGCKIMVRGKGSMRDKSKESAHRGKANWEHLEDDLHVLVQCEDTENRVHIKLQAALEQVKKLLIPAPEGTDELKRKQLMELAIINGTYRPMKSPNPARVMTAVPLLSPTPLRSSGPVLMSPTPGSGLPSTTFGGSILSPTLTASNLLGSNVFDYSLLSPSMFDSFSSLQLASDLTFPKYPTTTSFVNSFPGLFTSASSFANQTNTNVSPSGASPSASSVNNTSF
# Numbers without * were called inactive; / = no result given.
SMILES,Yeast superoxide,MEX-5 binding,EBNA-1 inh,Efflux pump inh,MCL1-BIM inh,Fam108B counter,Bcl-xL primary,ZTA counter,GLD-1 RNA inh
O=S(=O)(NCCc1ccccn1)c1cc(Cl)cc(Cl)c1O,102,/,/,-0.1,3,/,2,-9,4
CCOC(=O)c1c(C)[nH]c(C)c1C(=O)CSc1nc(N)cc(N)n1,98,2.6,5,-0.1,11,5,4,-11,1
CCOC(=O)C1(Cc2cccc(F)c2)CCN(Cc2ccon2)CC1,108,-0.9,-4,-0.1,5,4,5,-3,8
COc1cccc(NC(=S)NNC(=O)c2c([N+](=O)[O-])c(C)nn2C)c1,117,-0.5,5,-0.1,6,0,7,9,4
Cc1cc(C(=O)NCC(c2ccco2)N(C)C)ccc1[N+](=O)[O-] (stereo not drawn),93,0.1,1,0.3,-3,-1,2,-2,-3
O=C(CSc1ncnc2sc3c(c12)CCC3)Nc1ccccc1C(=O)O,117,-2.8,12,-0.2,9,0,5,7,7
CCN(CC(=O)Nc1c(F)cccc1F)C(=O)c1ccc(Cl)c(S(=O)(=O)N2CCCC2)c1,90,2.2,3,0.2,-1,-1,2,-13,4
Cc1c(N/C=C/C(=O)c2cccs2)c(=O)n(-c2ccccc2)n1C,135,1.5,5,0.1,9,-3,5,-6,3
Cc1ccc(C)c(N2CCN(S(=O)(=O)c3c(C)noc3C)CC2)c1,86,-1.0,-3,0.1,5,3,7,9,-6
CC1=NN(C(N)=S)C(=O)C1N=Nc1cccc([N+](=O)[O-])c1 (stereo not drawn),114,-4.1,0,0.0,0,4,2,8,2
CC(C)N1CCc2c(sc(NC(=O)c3ccc(S(=O)(=O)N4CCOCC4)cc3)c2C#N)C1,102,-0.7,-2,0.0,-85,-3,-37,4,-28
Cc1cc2occ(CC(=O)N(C)CC(=O)Nc3cccc(F)c3)c2cc1C,110,0.1,-13,-0.2,0,-3,-3,-10,-1
CCN(CC)C(=O)Cn1cnc2ccccc2c1=O,120,1.3,-1,-0.1,5,1,9,-7,-1
CCCNC(=O)CC1C(=O)N(Cc2ccccc2)C(C)c2nc3ccccc3n21 (stereo not drawn),106,-3.0,-6,-0.1,6,5,7,6,2
O=C(C1CCN(C2CC(=O)N(Cc3ccccc3)C2=O)CC1)N1CCCCCC1 (stereo not drawn),91,1.0,-1,0.2,4,10,4,6,-5
Cc1ccc(C(=O)Nc2ccc(N3CCN(C(=O)c4cccs4)CC3)cc2)c(Cl)c1,115,-2.0,-3,-0.1,0,3,-1,-15,6
O=C(NC(=O)c1ccc(Cl)cc1)Nc1cc(N2CCCCC2)ncn1,94,/,-1,0.0,0,-2,0,16,3
COc1ccc(NC(=O)CSc2nnc(Cn3cnc([N+](=O)[O-])n3)n2C)cc1,109,/,3,0.0,-4,-3,1,2,2
COCCNC(=S)NC1CC2CCC(C1)N2Cc1ccccc1 (stereo not drawn),113,1.4,-27,0.2,-2,-4,7,-8,6
CC(=O)N(Cc1cc2c(C)cc(C)cc2[nH]c1=O)C1CCCCC1,82,-0.3,-6,0.2,7,-4,2,-5,-6
O=C(Nc1nc(-c2ccccc2)ns1)c1cccs1,114,-0.1,-1,-0.3,9,-3,1,-4,7
CCOC(=O)C1=C(C)N(CCCC(=O)O)C(=O)NC1c1ccccc1Cl (stereo not drawn),86,2.0,8,-0.1,3,-3,1,13,2
COc1ccccc1NC(=O)CSc1n[nH]c(-c2cccnc2)n1,91,1.6,-8,0.2,-1,-4,4,-22,7
O=[N+]([O-])c1ccc(-c2nnc3cccc(Cl)n23)cc1,89,0.9,-1,-0.1,0,-4,5,6,0
COC(=O)C(NC(=O)C(C)Oc1ccccc1)C(C)C (stereo not drawn),80,-1.1,14,-0.1,5,3,3,4,3
COC(=O)Oc1c(Br)c(=O)oc2ccccc12,101,1.0,6,-0.1,-1,-4,-2,7,3
Cc1ccc(O)c(NC(=O)c2ccco2)c1,102,1.0,10,-0.1,-2,3,6,-2,-5
CC(=O)NC(c1ccco1)c1cc(Cl)c2ccccc2c1O (stereo not drawn),99,/,/,1.0,2,/,3,4,-2
CCN1CCN(C(=O)c2cc3c(=O)n4ccccc4nc3s2)CC1,92,1.0,-4,0.0,0,-1,5,-1,-4
Cn1c(SCC(=O)NCC2CCCO2)nc2c(c1=O)SCC2 (stereo not drawn),96,-0.1,4,-0.1,-3,4,-1,10,-1

# A portion taken from the entries so far, for reference:
SMILES,Yeast superoxide,MEX-5 binding,EBNA-1 inh,Efflux pump inh,MCL1-BIM inh,Fam108B counter,Bcl-xL primary,ZTA counter,GLD-1 RNA inh
COC(=O)C(NC(=O)C(C)Oc1ccccc1)C(C)C (stereo not drawn),80,-1.1,14,-0.1,5,3,3,4,3
COC(=O)Oc1c(Br)c(=O)oc2ccccc12,101,1.0,6,-0.1,-1,-4,-2,7,3
Cc1ccc(O)c(NC(=O)c2ccco2)c1,102,1.0,10,-0.1,-2,3,6,-2,-5
CC(=O)NC(c1ccco1)c1cc(Cl)c2ccccc2c1O (stereo not drawn),99,/,/,1.0,2,/,3,4,-2
CCN1CCN(C(=O)c2cc3c(=O)n4ccccc4nc3s2)CC1,92,1.0,-4,0.0,0,-1,5,-1,-4
Cn1c(SCC(=O)NCC2CCCO2)nc2c(c1=O)SCC2 (stereo not drawn),96,-0.1,4,-0.1,-3,4,-1,10,-1

# Another view of some results above:
O=[N+]([O-])c1ccc(-c2nnc3cccc(Cl)n23)cc1
  Yeast superoxide: 89 | MEX-5 binding: 0.9 | EBNA-1 inh: -1 | Efflux pump inh: -0.1 | MCL1-BIM inh: 0 | Fam108B counter: -4 | Bcl-xL primary: 5 | ZTA counter: 6 | GLD-1 RNA inh: 0

COC(=O)C(NC(=O)C(C)Oc1ccccc1)C(C)C (stereo not drawn)
  Yeast superoxide: 80 | MEX-5 binding: -1.1 | EBNA-1 inh: 14 | Efflux pump inh: -0.1 | MCL1-BIM inh: 5 | Fam108B counter: 3 | Bcl-xL primary: 3 | ZTA counter: 4 | GLD-1 RNA inh: 3

COC(=O)Oc1c(Br)c(=O)oc2ccccc12
  Yeast superoxide: 101 | MEX-5 binding: 1.0 | EBNA-1 inh: 6 | Efflux pump inh: -0.1 | MCL1-BIM inh: -1 | Fam108B counter: -4 | Bcl-xL primary: -2 | ZTA counter: 7 | GLD-1 RNA inh: 3

Cc1ccc(O)c(NC(=O)c2ccco2)c1
  Yeast superoxide: 102 | MEX-5 binding: 1.0 | EBNA-1 inh: 10 | Efflux pump inh: -0.1 | MCL1-BIM inh: -2 | Fam108B counter: 3 | Bcl-xL primary: 6 | ZTA counter: -2 | GLD-1 RNA inh: -5

# Following part:
SMILES,Yeast superoxide,MEX-5 binding,EBNA-1 inh,Efflux pump inh,MCL1-BIM inh,Fam108B counter,Bcl-xL primary,ZTA counter,GLD-1 RNA inh
C(=N\Nc1nc(-c2cccnc2)nc2ccccc12)/c1ccccc1,102,1.6,3,0.2,-12,-1,-3,-1,-5
CSc1ccc(CNCc2ccc3c(c2)OCO3)cc1,93,0.2,15,0.2,-3,1,-1,-7,-3
CC/C(=N/NC(=O)c1ccc(Br)cc1)c1ccc(OCCN2CCOCC2)cc1,90,-0.3,9,0.1,6,1,0,-8,1
Nc1cccc(NC(=O)c2cccs2)c1,99,-0.9,-10,-0.1,4,0,7,-8,4
COc1ccccc1CNC(=O)CN(C)CC(=O)Nc1cccc(F)c1,102,-0.8,-1,0.0,4,0,4,10,-1
COc1cccc(N2C(=NC(=O)c3ccccc3)SC3CS(=O)(=O)CC32)c1 (stereo not drawn),93,2.7,11,0.0,5,-3,7,3,-2
N#C/C(=C1\CCCN1)c1nc(-c2ccccc2)cs1,116,1.7,-10,0.0,-7,2,-3,-4,2
O=C(NC(=S)NC1CCS(=O)(=O)C1)c1ccccc1 (stereo not drawn),101,2.8,0,-3.1,9,-2,1,-6,0
O=C(OC(C(=O)Nc1ccc(Cl)c(C(F)(F)F)c1)c1ccccc1)C1=COCCO1 (stereo not drawn),82,-0.6,3,-0.3,5,-32,3,1,45*
Cc1ccc(C(=O)NCC(=O)OCC(=O)Nc2ccccc2[N+](=O)[O-])cc1,113,-2.6,2,0.0,1,-2,1,3,4
CCc1nc2cccnc2n1-c1ccc(CC(=O)O)cc1,87,-5.7,-7,0.0,30,3,24,4,19
CC(=O)NCCOc1cccc2ccccc12,85,0.1,8,0.0,1,3,0,5,-6
Cn1nc(C(=O)NC2CCCC2)c2ccccc2c1=O,101,/,/,0.1,-2,/,1,10,-2
COc1ccc(C2=NN(C(=O)c3cccc([N+](=O)[O-])c3)C(c3cccc([N+](=O)[O-])c3)C2)cc1 (stereo not drawn),97,-0.4,-13,0.3,-5,0,0,-19,-2
CCn1c(SCC(=O)NCC2CCCO2)nnc1-c1ccc(S(=O)(=O)N2CCN(C)CC2)cc1 (stereo not drawn),106,/,2,0.1,-4,0,2,-5,-9
CN1C(=O)CC(C(=O)O)SC1=Nc1ccc(F)cc1 (stereo not drawn),97,2.3,5,0.0,6,0,4,19,-3
CN(C)Cc1nnnn1-c1ccccc1,96,-2.0,11,0.0,4,-2,1,7,11
Cc1ccc(C)c(N2CCN(C(=O)CCC(=O)Nc3nnc(CC(C)C)s3)CC2)c1,90,0.0,5,0.0,0,5,3,9,1
Cc1ccc(OCC(=O)N(Cc2cccc(Cl)c2)C2CCS(=O)(=O)C2)cc1C (stereo not drawn),131,0.9,-2,-0.1,4,-1,1,-18,8
Cc1cc(NC(=O)CSc2nc3ccccc3c(=O)n2CCCC(=O)NCc2ccccc2)n[nH]1,111,0.8,8,0.0,2,-6,4,18,10

# GLD-1 RNA inh, hit marks shown above.
structure | MEX-5 binding | EBNA-1 inh | Efflux pump inh | MCL1-BIM inh | Bcl-xL primary | GLD-1 RNA inh
O=C(OC(C(=O)Nc1ccc(Cl)c(C(F)(F)F)c1)c1ccccc1)C1=COCCO1 (stereo not drawn) | -0.6 | 3 | -0.3 | 5 | 3 | 45*

# New compounds follow
SMILES,Yeast superoxide,MEX-5 binding,EBNA-1 inh,Efflux pump inh,MCL1-BIM inh,Fam108B counter,Bcl-xL primary,ZTA counter,GLD-1 RNA inh
CC(C)n1cc(CN2CCC(C(=O)Nc3cccc(-c4cscn4)c3)CC2)cn1,92,-1.0,-5,0.1,3,1,4,-10,-4
Cc1ccc2c(c1)N(S(=O)(=O)c1cc(-c3onc(C)c3C)ccc1C)CCO2,103,6.0,-1,0.2,6,-3,6,13,-1
O=S(=O)(NCc1ccco1)c1ccc(Cl)cc1Cl,106,0.2,0,0.1,4,-2,2,3,-3
CCOC(=O)c1cc(S(=O)(=O)NC2CCC(C)CC2)cn1C (stereo not drawn),87,-1.2,6,-0.1,-6,3,2,18,5
COc1cc(OC)c(NC(=O)Cn2cnc3sc(C)c(S(=O)(=O)N4CCOCC4)c3c2=O)cc1Cl,105,-1.3,-5,0.3,1,1,2,-10,3
COc1ccc(C(=O)NC(CC(=O)O)c2cc([N+](=O)[O-])ccc2Cl)c(SC)c1 (stereo not drawn),103,-5.3,0,0.2,15,-2,12,16,5
CCN(CC(=O)NCc1ccc(F)cc1)C(=O)/C=C/c1ccc(OC)c(S(=O)(=O)NC(C)C)c1,98,-3.0,7,-0.1,-2,-3,5,16,11

# Screens deposited in PubChem BioAssay by several laboratories.
